# Screens (PubChem)
# S3 lipid droplet: qHTS Assay for Lipid Storage Modulators in Drosophila S3 Cells. Potency in µM for hits, for the others lipid storage change, negative = inhibition, % at the top dose, mostly 46.1 µM. 320,000 tested, 0.64% active. Drosophila S3 cells, BODIPY lipid droplet fluorescence, 18-24 h; cells fed with added oleic acid; active means well fitted inhibition curve with a large enough effect in the signal ratio, with a control signal flat, not every such curve was filed as active; inconclusive means small, poorly fitted or top-dose-only effect, or effect the other way, or a change in a side signal; the % refers to the signal ratio
#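 Drosophila S3 cells got compounds at several concentrations plus oleic acid (400 uM solution). Laser-scanning cytometry with 488 nm excitation read lipid droplets at 500-530 nm and cells at 575-640 nm. Percent activity was relative to 20 uM Triacsin C.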
# S3 lipid droplet cell count max: recorded beside S3 lipid droplet, whose call it bears; cell number change, %; measured here: cell count max response;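 cells counted by Cell Tracker Red CMTPX staining in the red channel; peak over a dose series mostly up to 46.1 µM; percent activity relative to internal control wells on each plate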
# The depositor's hits bear a star; i = inactive; u = inconclusive; x = no result given. On the % scale 0 is the no-effect control and ±100 the full control effect; potency means the concentration at half of the fitted maximal effect. The list is partial. The share of hits here may be higher or lower than overall.
SMILES,S3 lipid droplet,S3 lipid droplet cell count max
O=C(c1csc2c1CCCC2)N1CCN(c2cccc(C(F)(F)F)c2)CC1,u,x
CS(=O)(=O)Cc1ccc(C(=O)NCC2(N3CCCCC3)CCCCC2)cc1,u,x
Cc1cc(OCC(=O)OCC(=O)NCC2CCCO2)ccc1Cl (centres undefined),u,x
Cc1ccc(C(=O)NCc2nc3ccccc3[nH]2)o1,-3%,x
O=C(NC(Nc1ncc(S(=O)(=O)c2ccc([N+](=O)[O-])cc2)s1)(C(F)(F)F)C(F)(F)F)c1ccc(Cl)cc1,u,x
O=S(=O)(c1ccc(NC(=S)NCc2cccnc2)cc1)N1CCCCC1,1%,13
COc1cc2nc(N(CCCN(C)C)C(=O)c3ccc(S(=O)(=O)N(C)C4CCCCC4)cc3)sc2cc1OC,u,x
Cc1ccc(S(=O)(=O)N2c3ccccc3NC(=O)CC2C)cc1 (centres undefined),u,x
CN(Cc1ccccc1)C(=O)CN1C(=O)c2ccccc2S1(=O)=O,39%,5
CCOc1ccc(NC(=S)Nc2ccc(F)cc2)cc1,i,1
Cn1cccc1C(=O)NC(=O)COC(=O)c1cc(S(=O)(=O)N2CCCCC2)ccc1Cl,u,x
O=C(Nc1sc2c(c1C(=O)O)CCCC2)c1ccc(Cl)cc1,u,x
NNC(=O)c1nc(-c2ccccc2)n2c1CCCCC2,u,x
CC1(C)CC(=O)C2=C(C1)N(CC1CCCO1)C(=O)C2(O)C(F)(F)F (centres undefined),u,x
Cc1ccc(-c2cc(C(F)F)n3ncc(C(=O)Nc4ccc(S(=O)(=O)Nc5ccccc5C)cc4)c3n2)cc1,9%,0
COCCNC(=O)C(=O)Nc1ccc2c(c1)N(S(=O)(=O)c1cccs1)CCC2,u,x
O=C(NNC(=O)c1ccccc1-n1cccc1)c1ccc(Cl)c(Cl)c1,u,x
NC(=O)CSc1nnc(COc2ccccc2)n1CCc1ccccc1,u,x
CCNC(=S)N(CCc1c(C)[nH]c2ccccc12)Cc1cc(OC)c(OC)c(OC)c1,u,x
CC(Sc1ccc2c(c1)OCCO2)C(=O)Nc1ccc(N2CCOCC2)cc1 (centres undefined),u,x
CN(C)c1ccc(/C=C2\SC(=O)N(CCc3nnc(N)s3)C2=O)cc1,-24%,11
COc1ccc(S(=O)(=O)N2CCC(C(=O)NCc3ccccn3)CC2)cc1C,i,-3
O=c1[nH]c(O)c(C=Nc2ccc(Cl)cc2Cl)c(=O)[nH]1,-7%,9
O=S(=O)(Nn1cnnc1)c1ccccc1Cl,-4%,-5
CCN(CCCNC(=O)c1cn(CC)c2ccc(S(=O)(=O)N(C)C)cc2c1=O)c1cccc(C)c1,u,x
Clc1ccc2[nH]c3c(c2c1)CNCC3,11%,11
CCc1ccc(Nc2ccc(S(=O)(=O)N3CCOCC3)cc2[N+](=O)[O-])cc1,u,x
COc1ccc(S(=O)(=O)NCCC(=O)OCC(=O)c2ccc[nH]2)cc1[N+](=O)[O-],u,x
COc1ccc(Cl)cc1NC(=S)NCCN1CCOCC1,u,x
COc1ccc(NC(=O)c2ccc3c(=O)n4c(nc3c2)CCCCC4)cc1,u,x
O=C(CCc1ccccn1)N1CCCC(Nc2cccc(F)c2)C1 (centres undefined),-15%,-20
Cc1ccc(C(=O)C(C)OC(=O)CCN=C2NS(=O)(=O)c3ccccc32)cc1 (centres undefined),u,x
Cc1oc2ccc(O)cc2c1C(=O)c1ccc(Cl)cc1,u,x
COc1ccc(CCNCc2cc3ccc(C)cc3[nH]c2=O)cc1OC,u,x
CC1CCCCN1C(=O)Cn1cnc2cc([N+](=O)[O-])ccc2c1=O (centres undefined),u,x
CCc1cccc(CC)c1NC(=S)/C(=C(\[O-])c1ccc(Cl)s1)[n+]1ccccc1,-30%,-3
COc1ccc(-n2nccc2-c2nn(-c3cccc(OC)c3)c(=O)n(C)c2=O)cc1,u,x
O=C(Nc1ccccc1-c1ccccc1)c1ccccc1Br,25%,9
CCOc1ccc(OCC)c(NC(=O)CCS(=O)(=O)c2ccc(Br)s2)c1,u,x
CCOc1cc(/C=C2\N=C(C)OC2=O)cc(Br)c1OCC(=O)OC,u,x
CC(C)=CCN1CCN(Cc2nc(C(C)C)cs2)CC1CCO (centres undefined),6%,8
COc1ccc(S(N)(=O)=O)cc1C(=O)N(C)CC(=O)Nc1ccc(N2CCOCC2)cc1,u,x
CC1CN(C(=O)c2cc(S(=O)(=O)N(C)c3ccc(F)cc3)ccc2Cl)CC(C)O1 (centres undefined),1%,7
O=C(NCC1CCCO1)c1cccc(S(=O)(=O)N2CCCCC2)c1 (centres undefined),u,x
CCC(C)(C)c1ccc(Oc2cccc(C(=O)O)c2)cc1,u,x
COc1cc(/C=C2/C(=N)N3C(=NC2=O)SN=C3S(=O)(=O)C(C)C)ccc1OC(=O)c1ccco1,u,x
COc1ccccc1COC(=O)c1ccc(S(=O)(=O)N2CCOCC2)cc1,i,-4
Cn1c(SCC(=O)N2CCN(c3ccccc3)CC2)nnc1-c1cc2ccccc2o1,7%,8
CN(C(=O)c1cccnc1)c1nnc(-c2cccnc2)s1,12%,-8
COc1ccc(CN2C(=O)c3ccccc3C2C(=O)NC2CCC(C)CC2)c(OC)c1 (centres undefined),0%,21
O=c1[nH]ncc(N2CCN(Cc3ccccc3)CC2)c1Cl,14%,13
O=C(O)C1C2C=CC3(CN(CC(O)COc4ccccc4)C(=O)C13)O2 (centres undefined),u,x
CCCc1cc(C(=O)OC)c2ccccc2n1,u,x
Cc1occc1C(=O)N/N=C/c1ccc(-c2ccccc2)cc1,11%,17
CCn1c(CSc2ncccn2)nnc1SCC(=O)N1CCc2ccccc21,u,x
Fc1ccc(N2CCN(C(c3cccs3)c3nnnn3CCc3ccccc3)CC2)cc1 (centres undefined),9%,0
COc1cc(CC(=O)Nc2ncc(C)s2)cc(OC)c1OC,u,x
CCOC(=O)CSCC(=O)N1N=C(c2cccs2)CC1c1ccc(F)cc1 (centres undefined),-8%,-16
O=C1CSC2=NCN(c3ccccc3)CN12,u,x
COc1cc(C(=S)N2CCOCC2)cc(Br)c1OS(=O)(=O)c1ccccc1,i,5
# Next structures follow.
SMILES,S3 lipid droplet,S3 lipid droplet cell count max
Fc1ccc(C2CC(c3cccs3)=NN2C(=S)Nc2ccccc2)cc1 (centres undefined),18%,1
Cn1c(=O)n(C)c2cc(C(=O)Nc3ccc4c(c3)OCO4)ccc21,u,x
COc1ccccc1C(CNC(=O)c1cccc(S(=O)(=O)Nc2ccc(C)cc2)c1)N1CCCC1 (centres undefined),4%,x
CCNC(=S)N1CCN(CC)CC1,u,x
Cc1c(CCOC(=O)CC23CC4CC(CC(C4)C2)C3)sc[n+]1CC(=O)c1ccc(Br)cc1,u,x
CC(C)(C)c1nn2cnnc2n(/N=C/c2cccc3ccccc23)c1=O,-1%,8
CC(C)(/C=N/NC(=O)CSCc1ccc(Cl)cc1)CCC#N,-8%,x
COCCn1nnnc1C(c1ccccc1)N1CCN(c2ccccc2)CC1 (centres undefined),8%,7
CCCN(C(=O)c1cccc(-n2cccc2)c1)c1c(N)n(Cc2ccccc2)c(=O)[nH]c1=O,u,x
OCC[C@H]1C[C@H](O)[C@@H](O)[C@@]2(CCc3ccccc3CO2)O1,u,x
Nc1ncnc2c1ncn2CCN1CCOCC1,u,x
COc1ccc(NC(=O)CN(C)C(=O)c2c(C)nn(-c3ccccc3)c2Cl)cc1,i,6
CCCCNC(=O)Nc1ccccc1C(=O)NCCC,9%,-9
Cc1ccc(NC(=O)CNS(=O)(=O)c2cccs2)cc1F,-2%,-13
O=c1[nH]c(SCc2ccc(F)cc2Cl)nc2ccccc12,u,x
COc1ncnc2c1oc1nc(CC(C)C)c3c(c12)CC(C)(C)OC3,-8%,-14
CC(=O)Nc1cccc(C(=O)/C=C/c2ccc(F)cc2)c1,u,x
Nc1nc(CSc2ccccc2)nc(N2CCCCC2)n1,u,x
C=CCN1C(=O)/C(=N/n2cnnc2)c2ccccc21,-18%,x
CCCNC(=O)Cn1cnc2sc(C(=O)N3CCN(Cc4ccc5c(c4)OCO5)CC3)c(C)c2c1=O,5%,9
CCSc1nnc(-c2cccnc2)n1-c1ccc(C)c(Cl)c1,u,x
COc1cc(/C=N/NC(=O)Cn2cnc3c2c(=O)n(C)c(=O)n3C)cc(OC)c1OC,-7%,-20
CC1CCCCN1CCCNc1ccc(C(CC(N)=O)NC(=O)Cc2ccc(Br)cc2)cc1[N+](=O)[O-] (centres undefined),-1%,3
CCN(Cc1ccccc1)C(=O)CN1C(=O)c2ccccc2S1(=O)=O,4%,-21
NC(=O)NCc1ccc(C(=O)OCc2ccncc2)cc1,12%,x
Cc1nc2nc(-c3ccc(Cl)cc3)nn2c(C)c1Cl,u,x
CSc1ccccc1NC(=O)COc1ccccc1C,15%,6
C/C(CC(=O)Nc1ccc(N(C)C)cc1)=N\NC(=O)c1ccccc1O,i,-28
Cc1ccc(/C=N/NC(=O)c2cccs2)o1,u,x
COc1ccc(N(C(=O)c2ccco2)S(=O)(=O)c2cccs2)cc1,u,x
O=C(NCc1ccco1)c1cc(-c2ccccn2)nc2ccccc12,u,x
COC(=O)C1CCN(c2c([N+](=O)[O-])cc(C(F)(F)F)cc2[N+](=O)[O-])CC1,u,x
COC(=O)c1ccccc1NC(=O)[C@@H]1CCC(=O)N1C1OC(=O)c2c1ccc(OC)c2OC (some centres undefined),u,x
CCOC(=O)C1(N(CC)CC)Sc2cc(C)ccc2NC1=O (centres undefined),u,x
Cc1ccc(-n2c(C)cc(/C=N/NC(=O)c3ccncc3)c2C)cc1C,i,x
S=C(Nc1ccc2nsnc2c1)NC1CCCCC1,i,-4
CCN1CCN(c2ccc(S(=O)(=O)N3CCCCC3)cc2NC(=O)c2cccc(OC(F)F)c2)CC1,u,x
Cn1c(=O)[nH]c(=O)c2c1nc(Br)n2Cc1cccc(Br)c1,u,x
Cc1ccc(NC(=O)CN2C(=O)S/C(=C\c3ccc(OCC(=O)O)c(Br)c3)C2=O)cc1,u,x
CCCCNC(=O)c1ccc(/C=C2\Oc3ccccc3N(C)C2=O)cc1,1%,8
CC1CCCCN1CC(=O)Nc1ccc2c(c1)OCO2 (centres undefined),u,x
COc1cccc(/C=N/NC(=S)NCCc2ccccc2)c1,u,x
CCOc1cc(C(=O)Nc2ccc3c(c2)OCO3)ccc1OCCOc1ccccc1Cl,u,x
CC(C)NC(=S)N=Nc1c(O)[nH]c2ccc(C(C)C)cc12,-12%,-7
O=C(Nc1nnc(-c2ccc(Cl)cc2)o1)Nc1ccccc1F,u,x
CCOc1ccccc1C(=O)NC1CC2CCCC(C1)N2Cc1ccc(C)cc1 (centres undefined),i,-13
CN1C(=O)N(C)C2C1N(C)S(=O)(=O)N2C (centres undefined),u,x
O=C(Nc1cccnc1N1CCOCC1)c1cc2ccccc2oc1=O,u,x
NC(=S)N/N=C/c1ccc(-c2cc(Cl)c(Cl)cc2Cl)o1,u,x
NC1=NC(=O)/C(=C/c2cccs2)S1,16%,-6
O=C(NCc1ccc2c(c1)OCO2)c1cc(-c2ccccn2)nc2ccccc12,0%,21
CCc1ccc(-c2cc(C)no2)cc1S(=O)(=O)N1CC(=O)Nc2ccccc21,4.1µM*,-17*
CCOC(=O)c1sc2nc3c(SCC(=O)O)cc(C(=O)c4cc(F)ccc4O)cn3c(=O)c2c1C,-1%,-26
Cc1ccccc1C(=O)Nc1nnc(-c2cccnc2)o1,u,x
CC(=O)C1=C(C)NC(=O)NC1c1cccc([N+](=O)[O-])c1O (centres undefined),1%,8
CCOC(=O)C1CCCN(C2=NC(=O)/C(=C/c3ccc(OC)cc3OC)S2)C1 (centres undefined),u,x
CN(C)c1ccc(/C=N/NC(=O)C(=O)/C=C2\NC3(CCCC3)Cc3ccccc32)cc1,u,x

# Among those listed so far, 14 have a thiophene ring, fused or not:
SMILES,S3 lipid droplet,S3 lipid droplet cell count max
O=C(c1csc2c1CCCC2)N1CCN(c2cccc(C(F)(F)F)c2)CC1,u,x
O=C(Nc1sc2c(c1C(=O)O)CCCC2)c1ccc(Cl)cc1,u,x
COCCNC(=O)C(=O)Nc1ccc2c(c1)N(S(=O)(=O)c1cccs1)CCC2,u,x
CCc1cccc(CC)c1NC(=S)/C(=C(\[O-])c1ccc(Cl)s1)[n+]1ccccc1,-30%,-3
CCOc1ccc(OCC)c(NC(=O)CCS(=O)(=O)c2ccc(Br)s2)c1,u,x
Fc1ccc(N2CCN(C(c3cccs3)c3nnnn3CCc3ccccc3)CC2)cc1 (centres undefined),9%,0
CCOC(=O)CSCC(=O)N1N=C(c2cccs2)CC1c1ccc(F)cc1 (centres undefined),-8%,-16
Fc1ccc(C2CC(c3cccs3)=NN2C(=S)Nc2ccccc2)cc1 (centres undefined),18%,1
Cc1ccc(NC(=O)CNS(=O)(=O)c2cccs2)cc1F,-2%,-13
CCCNC(=O)Cn1cnc2sc(C(=O)N3CCN(Cc4ccc5c(c4)OCO5)CC3)c(C)c2c1=O,5%,9
Cc1ccc(/C=N/NC(=O)c2cccs2)o1,u,x
COc1ccc(N(C(=O)c2ccco2)S(=O)(=O)c2cccs2)cc1,u,x
NC1=NC(=O)/C(=C/c2cccs2)S1,16%,-6
CCOC(=O)c1sc2nc3c(SCC(=O)O)cc(C(=O)c4cc(F)ccc4O)cn3c(=O)c2c1C,-1%,-26
